Source: PubChem BioAssay (several laboratories)
Tat export inh: inhibitors of E. coli Tat protein transport; 340,000 tested, 0.036% active; inhibition, % at 10 µM; E. coli MC4100 TorA-mCherry Tat export, fluorescence; AID 488895;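 active means mean replicate inhibition at least 50% and at least half of replicates individually reaching 50%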;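 further: exported cargo escapes ClpAP degradation while cytoplasmic cargo is degraded and loses fluorescence; 0% = median of neutral control wells and 100% = median of NaSCN control wells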
CAL PDZ inh: human CAL PDZ-peptide interaction inhibition. inhibition, % at 20 µM. 330,000 tested, 0.02% active. Q9HD26. purified CAL PDZ, TMR-peptide fluorescence polarization, 1 h;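 active means highest replicate inhibition of at least 40%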;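 further: plate controls were DMSO neutral control wells for no effect and unlabeled competitor peptide control wells for full effect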
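material = purified tagged CAL PDZ domain construct (CerCALP) | buffer or medium = sodium phosphate/NaCl buffer pH 7.4 with TCEP, IgG, Thesit | reagent = TMR-labelled reporter peptide T*-PRC34 bound in PDZ groove | incubation = 1 h room-temperature incubation prior to read | measured by = fluorescence polarization (mP) | evaluation = percent inhibition from loss of millipolarization | control set = unlabelled peptide and DMSO controls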
PvdQ inh: blocks Pseudomonas aeruginosa PvdQ acylase activity; purified PvdQ acylase, fluorescence plate reader; inhibition, % at 10 µM; 340,000 tested, 0.063% active; in the data active means inhibition above about 30%, passing the limit was not always enough;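 further: 0% = vehicle neutral wells and 100% = reference inhibitor wells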
phage Ecoli inh: E. coli growth loss with phage present; growth absorbance; inhibition, % at 11.9 µM; 360,000 tested, 0.26% active; AID 651602; in the data active means inhibition above about 11%
Ecoli viability: counter-screen for AddAB inhibitors: E. coli growth inhibition; E. coli V3065 growth, OD600 absorbance, 18 h; inhibition, % at 11.9 µM; AID 449728; 330,000 tested, 0.27% active;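 active means inhibition above the campaign's mean inhibition across all tested compounds plus 3 SD, cut at about 9.9% in these data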;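 further: uninfected addAB+ strain grown without phage in ampicillin broth; 0% = DMSO wells and 100% = ciprofloxacin 0.95 µg/ml wells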
AddAB inh: less growth of phage-infected E. coli with AddAB; E. coli expressing H. pylori AddAB, absorbance growth; inhibition, % at 11.9 µM; 330,000 tested, 0.29% active; in the data active means inhibition above about 12%;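 further: 0% = vehicle wells of infected cells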
Wnt bcat act: Wnt/beta-catenin pathway activation; Wnt/beta-catenin reporter cell assay, activator, plate reader; activation, % at 9.35 µM; 300,000 tested, 1.2% active; AID 743398; in the data active means activation above about 30%, passing the limit was not always enough;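 further: 0% = neutral control wells and 100% = positive control wells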
Rtt109 HAT inh: inhibitors of Candida albicans Rtt109/Vps75 histone acetyltransferase; 330,000 tested, 0.16% active; purified Rtt109/Vps75, ThioGlo CoA-SH fluorescence, 4 h; Q5AAJ8; inhibition, % at 34.9 µM;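 active means inhibition of at least 50% in every replicate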
Target sequence (Q5AAJ8 whole entry, looked up): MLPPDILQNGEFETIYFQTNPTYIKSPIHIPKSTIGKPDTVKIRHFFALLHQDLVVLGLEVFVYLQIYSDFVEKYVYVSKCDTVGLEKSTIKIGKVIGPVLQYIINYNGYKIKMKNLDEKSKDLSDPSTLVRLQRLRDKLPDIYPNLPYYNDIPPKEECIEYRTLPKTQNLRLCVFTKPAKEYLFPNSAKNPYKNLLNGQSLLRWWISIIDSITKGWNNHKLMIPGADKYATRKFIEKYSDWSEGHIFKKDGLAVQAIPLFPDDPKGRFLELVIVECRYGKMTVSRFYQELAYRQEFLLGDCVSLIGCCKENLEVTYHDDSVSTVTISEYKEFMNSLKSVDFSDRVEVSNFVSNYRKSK
PfHsp90 yeast 2: growth inhibition of yeast expressing Plasmodium Hsp90 | S. cerevisiae expressing PfHsp90, BacTiter-Glo ATP, 48 h; yeast lacking PDR1 and PDR3 efflux regulators | inhibition, % at 9.4 µM | 310,000 tested, 0.32% active;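 active means every replicate shows inhibition above about 80%, whatever the replicate mean, limit read from the data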;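 further: 0% = DMSO neutral controls and 100% = 20 µM radicicol positive controls; yeast relying on Plasmodium falciparum Hsp90 in place of its own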
DAGLB inhibitor: blocks human DAGLB lipase activity. HEK293T DAGLB membrane lysate, EnzChek fluorogenic substrate. inhibition, % at 5.17 µM. 340,000 tested, 0.059% active. AID 504411; in the data active means inhibition above about 34%;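 further: 0% = enzyme with vehicle and 100% = wells lacking enzyme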
Target sequence (Q8NCG7 whole entry, looked up): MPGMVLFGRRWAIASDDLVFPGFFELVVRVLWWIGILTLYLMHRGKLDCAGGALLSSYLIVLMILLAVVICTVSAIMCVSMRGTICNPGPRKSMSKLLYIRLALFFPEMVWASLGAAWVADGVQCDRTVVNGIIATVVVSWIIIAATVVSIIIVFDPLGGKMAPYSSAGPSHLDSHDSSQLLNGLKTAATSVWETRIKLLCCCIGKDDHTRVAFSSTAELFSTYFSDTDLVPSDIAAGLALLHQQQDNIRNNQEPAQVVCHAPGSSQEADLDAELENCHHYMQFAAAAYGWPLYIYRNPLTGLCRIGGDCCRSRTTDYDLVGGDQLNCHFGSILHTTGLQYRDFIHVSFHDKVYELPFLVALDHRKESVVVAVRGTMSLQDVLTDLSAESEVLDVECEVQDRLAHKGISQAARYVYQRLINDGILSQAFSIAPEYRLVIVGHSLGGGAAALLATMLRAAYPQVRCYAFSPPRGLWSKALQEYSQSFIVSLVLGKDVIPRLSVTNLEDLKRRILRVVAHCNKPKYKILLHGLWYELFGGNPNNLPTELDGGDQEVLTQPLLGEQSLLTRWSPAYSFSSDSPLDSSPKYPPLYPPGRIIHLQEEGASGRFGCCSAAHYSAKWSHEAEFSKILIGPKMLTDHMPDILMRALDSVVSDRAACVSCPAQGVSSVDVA
* hit, by the source's call; . = no result given.

SMILES | Tat export inh | CAL PDZ inh | PvdQ inh | phage Ecoli inh | Ecoli viability | AddAB inh | Wnt bcat act | Rtt109 HAT inh | PfHsp90 yeast 2 | DAGLB inhibitor
Cc1cc(C)n(CC(=O)Nc2ccc(N3CCOCC3)c(Cl)c2)c(=O)c1C#N | 5 | -0.6 | -1 | -0.3 | -0.1 | 3.9 | -4 | -4 | -2 | -4
O=C(CN1CCN(Cc2ccc(F)cc2)C1=O)NCc1cccs1 | -2 | -0.5 | -13 | -0.8 | -0.2 | 2.3 | 1 | -8 | 6 | -3
CC[C@]12c3[nH]c4cc(-c5ccco5)ccc4c3CCN1C(=O)[C@@H](CC(=O)NC(C)(C)C)C[C@@H]2C(=O)N1CCN(C(=O)C2CC2)CC1 | -3 | -3.8 | -15 | -3.1 | -0.9 | -0.6 | -3 | -5 | -15 | 4
Cc1ccc2c(c1)-n1c(nc3cc(F)ccc3c1=O)C(Cc1ccc(O)cc1)NC2=O (stereo not given) | . | . | . | 1.8 | -1.0 | 0.8 | -5 | . | . | .
CCCCC(=O)N1CCN(c2nc3ccc(Br)cc3s2)CC1 | 4 | -1.8 | -9 | 2.5 | -2.9 | 1.9 | 2 | 8 | 3 | 0
CCOc1ccc(-n2ccnc(SCC(=O)NCCc3ccccc3)c2=O)cc1 | -2 | -2.5 | -15 | -0.5 | -0.9 | -3.5 | -1 | 8 | 20 | -3
O=c1[nH]c(/C=C\c2ccccc2F)nc(O)c1[N+](=O)[O-] | -8 | 0.0 | 0 | -0.6 | 0.1 | -0.6 | -1 | -10 | -9 | 1
COc1cccc(OC)c1C(=O)Nc1c(C)n(C)n(-c2ccccc2)c1=O | 0 | -1.6 | -12 | 0.6 | 1.6 | -1.3 | . | . | 9 | -1
COc1ccc(CCNC(=O)Cn2nnc(-c3ccc(OC)c(OC)c3)n2)cc1OC | -5 | -1.0 | -12 | 1.2 | 1.4 | 0.8 | -2 | -4 | . | 0
Cc1cc(C)n(-c2nc3ccccc3nc2N2CCCC2)n1 | -5 | 0.0 | -13 | 3.0 | 2.1 | 1.9 | -1 | -5 | -27 | -4
CCCC(C(=O)NC1CCCC1)N(C(=O)Cn1nnc(-c2ccc(C)o2)n1)c1ccccc1F (stereo not given) | 1 | -1.6 | -17 | -1.5 | . | . | 1 | 10 | 15 | -4
CCCNC(=O)c1cccc(COCC(F)(F)C(F)F)c1 | 2 | -1.8 | -2 | 0.2 | -3.2 | -1.2 | -3 | 5 | 16 | 0
COCCNc1nc(-c2ccccc2)nc2c1oc1ccccc12 | 5 | -2.0 | -2 | 0.7 | -1.3 | 0.7 | 1 | 2 | -5 | -7
COc1ccc(N2CCN(C(=O)c3sc4ncn(CC(=O)N5CCCCC5C)c(=O)c4c3C)CC2)cc1 (stereo not given) | 1 | -1.0 | -11 | -0.3 | 2.9 | 3.6 | -4 | 8 | -3 | 0
Cc1ccc(C2=NS(=O)(=O)N(C)C(C(=O)NCc3ccc4c(c3)OCO4)=C2)cc1 | -6 | -1.5 | -8 | 2.7 | 2.7 | 2.0 | 2 | 5 | 9 | -4

Part of the list above, with values under each structure.
Each structure is followed by: Tat export inh	CAL PDZ inh	PvdQ inh	phage Ecoli inh	Ecoli viability	AddAB inh	Wnt bcat act	Rtt109 HAT inh	PfHsp90 yeast 2	DAGLB inhibitor
- CCCNC(=O)c1cccc(COCC(F)(F)C(F)F)c1
→ 2	-1.8	-2	0.2	-3.2	-1.2	-3	5	16	0
- COCCNc1nc(-c2ccccc2)nc2c1oc1ccccc12
→ 5	-2.0	-2	0.7	-1.3	0.7	1	2	-5	-7

Later entries
SMILES | Tat export inh | CAL PDZ inh | PvdQ inh | phage Ecoli inh | Ecoli viability | AddAB inh | Wnt bcat act | Rtt109 HAT inh | PfHsp90 yeast 2 | DAGLB inhibitor
CCC(C(=O)NC1CCCC1)n1c(SCc2cccc(C)c2)nc2ccncc21 (stereo not given) | 3 | -0.8 | 7 | 2.5 | -1.6 | -0.8 | -1 | -9 | 15 | -2
C=CCCC(=O)Nc1nc(C)c(-c2csc(Nc3cc(Cl)ccc3OC)n2)s1 | -2 | -0.4 | -10 | 2.8 | 3.2 | 2.4 | 7 | -2 | 15 | 3
CCN(c1ccccc1)S(=O)(=O)c1nnc(NC(=O)c2ccco2)s1 | -2 | -0.4 | 16 | 1.9 | 0.8 | -0.7 | -1 | 11 | -9 | 4
O=C(CSc1n[nH]c(=O)n1C1CC1)Nc1ccc(OC(F)(F)F)cc1 | -3 | -0.8 | -3 | 4.0 | 0.4 | 0.8 | -6 | 1 | . | -2
Cc1c(C#N)sc2nc(-c3ccccc3)nc(N3CCCC3)c12 | -1 | -0.6 | -14 | 1.7 | 0.4 | 2.6 | -2 | -14 | -8 | -1
COC(=O)c1ccc(C2NC(=O)NC(C)=C2C(=O)N(C)C)cc1 (stereo not given) | 8 | 0.3 | -13 | 0.7 | 0.2 | -1.4 | . | -3 | 22 | -1
CNS(=O)(=O)c1ccc(NC(=O)c2ccccn2)cc1 | -1 | -2.9 | 9 | 3.3 | -1.5 | 4.9 | 20 | -6 | 3 | 0
CCOc1ccccc1NC(=O)Cc1coc2ccc(C)cc12 | 7 | -2.0 | 2 | 1.5 | -1.4 | 4.1 | -2 | -7 | . | -6
COc1cc(C(=C(CC(=O)O)C(=O)O)c2ccc3c(c2)OCO3)cc(OC)c1OC | 0 | 0.8 | 0 | 4.5 | . | . | 2 | 1 | 11 | -2
CCCOc1ccc(/C=N/Nc2cccc([N+](=O)[O-])c2)c(O)c1 | -1 | 0.5 | -7 | 2.0 | 2.9 | 1.9 | . | 3 | 4 | 6
Cc1cc(OCCN2CCCC2)ccc1C(C)C | 2 | -0.4 | -1 | 2.1 | 1.5 | -0.2 | . | 4 | 5 | -3
Cc1ccc(/C=N/c2sc(Cc3ccccc3)c(C)c2C(N)=O)o1 | 5 | -0.7 | 16 | 2.8 | -1.3 | 0.3 | -2 | -2 | 6 | 3
O=C(CCCOc1ccc(Br)cc1)Nc1nnc(C2CC2)s1 | 5 | -0.7 | -11 | 0.1 | -2.1 | 2.0 | -2 | -1 | . | 0
Cc1cccc(CCNS(=O)(=O)c2ccc(S(=O)(=O)N3CCC(C)CC3)cc2)c1 | 4 | -0.1 | -13 | 0.2 | -0.3 | 1.9 | . | -16 | -14 | 0
c1ccc(-c2csc3ncnc(NCC4COc5ccccc5O4)c23)cc1 (stereo not given) | 9 | -2.1 | -14 | 3.4 | -0.8 | 0.3 | -8 | 2 | -4 | -8
Cc1c(Cl)c(-c2n[nH]c(=S)n2-c2ccc(F)cc2)nn1C | -1 | -0.8 | 8 | 2.2 | 0.8 | 0.7 | . | 3 | 1 | 4
O=C(CSc1nnc(NC2CC2)s1)c1ccc[nH]1 | 1 | 0.2 | 3 | -0.4 | 1.2 | 1.4 | -5 | 0 | 18 | 0
CCCCCn1c(=O)[nH]c2cc(C(=O)N3CCN(c4ccc(C(C)=O)cc4)CC3)ccc2c1=O | -5 | 0.8 | 2 | 1.5 | -0.8 | 1.0 | -8 | 25 | 14 | 2
O=C(NCCSCc1ccco1)Nc1ccc(Cl)cc1 | -5 | -2.4 | 5 | 3.6 | -0.2 | 2.9 | 2 | -8 | 8 | -13
Nc1c(Cl)c(Cl)nc(C(=O)N/N=C/c2cccnc2)c1Cl | . | . | . | 0.6 | -0.1 | 3.8 | 0 | . | . | .
CC(C)(C)c1ccc(C(=O)c2c[nH]c(C(=O)NCCCn3ccnc3)c2)cc1 | -3 | -0.8 | 0 | 3.1 | -0.7 | 4.0 | . | -4 | . | 3
COc1ccc(NC(=O)N[C@@H](CCSC)C(=O)O)cc1OC | -2 | 0.2 | -12 | 0.1 | -0.9 | 1.9 | 2 | -7 | 2 | -2
C#Cc1cccc(NC(=O)Cc2cccs2)c1 | 0 | -0.7 | 6 | 0.1 | 0.7 | 4.8 | 5 | 0 | -10 | -4
COc1ccc(NC(C)C(=O)Nc2cc(C(F)(F)F)ccc2N2CCOCC2)c(OC)c1 (stereo not given) | 10 | -1.7 | -2 | 3.0 | -1.6 | -2.9 | -1 | 2 | -3 | -1
Nc1nc(CN2CCN(c3ccccc3)CC2)nc(N2CCCc3ccccc32)n1 | 4 | -2.0 | -10 | -0.6 | -5.6 | 2.0 | -1 | 4 | -13 | -3
NC(=O)c1ccc(Nc2ccc3c(c2)CCC3)c([N+](=O)[O-])c1 | -9 | -0.5 | 9 | 5.0 | 1.3 | -0.2 | -1 | -4 | -16 | 15
CC1=C(C(=O)Nc2ccccn2)C(c2ccc(Br)cc2)NC(=S)N1 (stereo not given) | 3 | -1.7 | -10 | 2.9 | 0.5 | 0.9 | . | 9 | -5 | 0
COC(=O)c1ccc(OC)cc1OCC(=O)N1CCN(c2ccc(F)cc2)CC1 | -7 | . | -11 | 2.9 | 0.1 | -1.1 | . | 0 | . | 0
CCCCN1CC(=O)N2[C@H]3c4cc(C)ccc4OC[C@@H]3[C@H](c3ccccc3)[C@]2(C)C1=O | 2 | -0.1 | -7 | 2.9 | -1.7 | 2.2 | -1 | -5 | 17 | -5
COc1ccc(-c2n[nH]c(=S)n2-c2ccc3c(c2)OCCO3)cc1 | -6 | -2.1 | -14 | 4.8 | -3.5 | -0.8 | 6 | -3 | 11 | 1
COc1cc(OC)c2c(OC)cccc2n1 | -12 | 0.0 | 4 | -0.6 | -1.0 | -1.2 | -1 | 5 | 10 | -2
C/C(=N\NC(=O)CNC(=O)c1ccc2c(c1)OCCO2)c1ccco1 | 3 | 0.2 | -6 | -1.3 | 1.3 | 0.6 | -3 | 3 | -11 | 0
O=C1CCN(Cc2ccc(Br)cc2)CCN1[C@H](CO)Cc1ccccc1 | -1 | -1.0 | -12 | 0.2 | 2.2 | 2.4 | -4 | -3 | -1 | -1
O=C(NC1CCCCC1)c1cccnc1C(=O)O | -4 | 0.1 | -14 | 0.9 | 2.2 | 2.4 | . | -16 | . | -3
CN(C)S(=O)(=O)c1ccc(N2CCCC2)c(C(=O)NCc2ccc(Cl)cc2)c1 | 3 | -1.0 | 4 | 4.9 | 0.7 | 4.1 | -6 | 3 | -2 | -1
O=CNCc1nc2ccccc2n1CCCc1ccccc1 | 2 | -1.8 | -3 | 3.0 | 1.7 | 3.3 | 0 | -1 | 2 | -2
O=C(c1ccccc1)N1CCC(c2nc3c(nnn3Cc3ccccc3Cl)c(=O)[nH]2)CC1 | 6 | -3.4 | -3 | 1.6 | -3.0 | 1.8 | -3 | . | 1 | 2
O=C(COC(=O)CCc1c[nH]c(=O)[nH]1)Nc1cccc(Cl)c1 | 4 | . | -4 | 1.3 | -0.3 | 0.6 | -2 | -5 | . | -2
Clc1ccc(C#Cc2cccnc2)cc1 | -12 | 1.0 | 1 | 0.0 | 1.2 | 3.0 | 24 | 0 | 19 | -4
CCOC(=O)c1cn(CC(=O)Nc2cccc(F)c2)nn1 | -6 | -5.6 | -16 | 5.0 | 0.4 | 0.2 | 2 | . | -3 | 0
O=C(Nc1ccc(F)cc1)N1CCN(c2ncccn2)CC1 | -1 | -1.3 | 7 | 5.3 | -1.6 | -1.0 | 13 | 8 | . | -2
O=S(=O)(/N=C(/Nc1cccc2ccccc12)c1ccccc1)c1ccc(Br)cc1 | 6 | -3.0 | -15 | -1.4 | 1.7 | 1.9 | -3 | -6 | 9 | 0
Cc1ccc(C)c(NC(=O)N2CCc3ccccc3C2)c1 | 0 | -3.0 | -19 | 2.2 | 3.4 | 0.3 | 2 | -3 | -6 | -1
COc1cccc(Oc2ccc(S(=O)(=O)N3CCCC3)cc2[N+](=O)[O-])c1 | 5 | -0.1 | 7 | -0.3 | 0.8 | 4.4 | 0 | 5 | -2 | -10
